# 3CLpro inhibitor = SARS-CoV 3CLpro protease inhibition; recombinant SARS-CoV 3CLpro, quenched FRET peptide cleavage; P0C6X7; 290,000 tested, 0.14% active; inhibition, % at 6 µM; in the data active means inhibition above about 12%
# Rv3671c inh = inhibits the M. tuberculosis serine protease Rv3671c; inhibition, % at 5.96 µM; 320,000 tested, 0.048% active; AID 2606; in the data active means inhibition above about 38%;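 further: extracellular domain of Rv3671c used as enzyme; 0% = enzyme with DMSO and 100% = no enzyme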
# Target sequence (P9WHR9 whole entry, looked up, the tested form may be a part): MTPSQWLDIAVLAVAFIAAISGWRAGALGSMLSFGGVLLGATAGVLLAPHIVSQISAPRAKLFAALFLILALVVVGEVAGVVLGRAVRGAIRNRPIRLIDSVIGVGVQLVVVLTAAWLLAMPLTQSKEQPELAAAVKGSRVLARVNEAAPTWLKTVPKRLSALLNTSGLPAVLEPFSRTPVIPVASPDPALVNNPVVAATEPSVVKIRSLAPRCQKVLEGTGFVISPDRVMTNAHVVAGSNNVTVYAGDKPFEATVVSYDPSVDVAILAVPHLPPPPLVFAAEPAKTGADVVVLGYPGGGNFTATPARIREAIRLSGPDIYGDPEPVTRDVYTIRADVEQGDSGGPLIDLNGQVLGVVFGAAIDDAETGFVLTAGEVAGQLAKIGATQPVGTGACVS
# VHR inh abs = blocks human VHR1 dual specificity phosphatase. P51452. recombinant VHR phosphatase, pNPP absorbance. inhibition, % at 13.3 µM. 290,000 tested, 0.52% active. AID 1654; in the data active means inhibition above about 50%; further: some compounds called inactive have numbers as strong as hits
# Target sequence (P51452 whole entry, looked up): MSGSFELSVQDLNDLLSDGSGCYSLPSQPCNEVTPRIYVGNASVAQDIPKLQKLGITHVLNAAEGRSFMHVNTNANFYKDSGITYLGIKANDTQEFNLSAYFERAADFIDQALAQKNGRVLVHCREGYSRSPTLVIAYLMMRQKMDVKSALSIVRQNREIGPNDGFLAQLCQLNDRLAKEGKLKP
# * = called active by the depositor.
# Second line of a record – Rv3671c inh | 3CLpro inhibitor | VHR inh abs
C#CCOCCOCCOCCNc1nc(N2CCN(C(=O)[C@H]([C@@H](C)CC)n3cc([C@@H](N)CO)nn3)CC2)nc(N2CCN(C(=O)[C@H](Cc3cc4ccccc4[nH]3)n3cc([C@@H](N)C(C)CC)nn3)CC2)n1 (some centres not stated)
 : 7 | -1 | -2
Cc1ccc(S(=O)(=O)CC#CCOC(=O)c2ccc([N+](=O)[O-])cc2)cc1
 : -5 | -1 | 9
CCOC(=O)c1sc(NC(=O)/C=C/c2cnn(C)c2C)c(C(=O)OCC)c1C
 : -11 | -1 | 30
CC(=O)Nc1nc2c(c3c1c(=O)oc1ccccc13)CCCCC2
 : -2 | 2 | 2
O=[N+]([O-])c1cc(C=Nc2cccc3c(O)cccc23)ccc1Cl
 : -2 | 4 | 22
COc1ccc(C(c2c(C)n(C)n(-c3ccccc3)c2=O)c2c(C)n(C)n(-c3ccccc3)c2=O)cc1O
 : 5 | -1 | 2
Cc1ccc2occ(CN3CCN(Cc4ccccc4)CC3)c(=O)c2c1
 : -3 | -3 | 5
CCCCN1C(=O)/C(=C/C=C2\N(C)c3ccccc3C2(C)C)SC1=S
 : -22 | 1 | 22
O=C1[C@H]2[C@H]3[C@H](O)[C@H](O)C/C(=N\OC[C@@H](O)COCc4ccco4)[C@@H]3CC[C@H]2C(=O)N1c1ccc(F)cc1F
 : -3 | -5 | -7
Cc1ccc2c(c1)sc1ncc(NC(=O)c3ccc(F)cc3)c(=O)n12
 : 2 | 0 | -10
CCN1CCN(C2CC(=O)NC2=O)CC1 (configuration not stated)
 : 4 | -1 | -2
Fc1ccc2[nH]c3c(N4CCN(C5CCCCC5)CC4)ncnc3c2c1
 : 2 | 3 | 34
C/C(=N\O)C1CCCCC1
 : 5 | 1 | 9
CC(=O)OCCCN1C(=O)c2cccc3cc(Br)cc(c23)C1=O
 : -1 | 5 | -4
O=C(c1ccc(F)cc1)C1CCN(CCn2c(=S)[nH]c3ccccc3c2=O)CC1
 : -10 | 1 | 26
Cc1noc(C)c1S(=O)(=O)Nc1ccc(C(=O)N2CCC(C)CC2)cc1
 : -4 | 1 | 2
Cc1coc2cc3oc(=O)c4c(c3cc12)CCC4
 : 0 | 5 | 7
CC(=O)OC1=C(C#N)Cn2ccc3cccc1c32
 : 10 | -4 | 0
COCCN1C(=O)N[C@@H](c2ccc(Br)cc2)C(C(=O)OC)=C1C
 : 1 | -6 | -15
CCCN1C(=O)/C(=c2\s/c(=C3\C=Cc4ccccc4N3CC)c(=O)n2-c2ccccc2)SC1=S
 : 1 | -2 | -9
COc1cc(/C(C)=C/c2ccccc2)c2c(c1)oc1ccccc12
 : -5 | -5 | 28
CCc1ccc(N2C(=O)NC(=O)/C(=C/c3ccsc3)C2=O)cc1
 : -6 | 5 | 29
C1=C(c2c[nH]c3ccccc23)CCNC1
 : -4 | -1 | 20
OC(CN1CCNCC1)Cn1ccc2ccccc21 (configuration not stated)
 : -3 | -3 | -3
Cc1cc(C(=O)CSc2cccc[n+]2[O-])c(C)n1-c1ccc(Br)cc1
 : -6 | 1 | 9
CCOC(=O)N1CCN(C(=O)c2nn(-c3cc(OC)cc(OC)c3)c(=O)c3ccccc23)CC1
 : -3 | 1 | -1
Cc1cc2cc(CCNC(=O)C3c4ccccc4Oc4ccccc43)c(=O)[nH]c2cc1C
 : 2 | 1 | -18
O=C(O)C1C2C=CC(O2)C1C(=O)NCCCn1ccnc1 (configuration not stated)
 : 3 | 4 | 8
O=C1Nc2ccccc2S/C1=C\C(=O)N1CCCC1
 : 8 | -1 | 16
Cc1ccc(S(=O)(=O)NC(=O)c2ccc(-c3ccc(-c4ccccc4)cc3)o2)c(C)c1
 : -14 | 5 | -4
CCCn1c(=NC(=O)c2c(-c3c(F)cccc3Cl)noc2C)c(C(=O)OCC)cc2c(=O)n3ccccc3nc21
 : -11 | 1 | -9
O=C(c1ccco1)N1CCN(c2ncnc3c2[nH]c2ccc(Cl)cc23)CC1
 : -2 | -1 | 43
Cc1nc(N2CCCCC2)sc1C(=O)c1ccc(Cl)c([N+](=O)[O-])c1
 : 2 | 6 | 13
O=C(Cn1nc(-c2ccc3c(c2)OCCO3)ccc1=O)Nc1cccc(NC(=O)c2ccccn2)c1
 : -2 | -3 | 18
Cc1sc2nc(-c3ccncc3)[nH]c(=O)c2c1-c1ccccc1
 : -2 | -3 | 4
Cc1ccc2c(c1)C1C=CCC1C(C(=O)O)N2 (configuration not stated)
 : 10 | 10 | 37
COC(=O)/C=C1/S/C(=N/N=C/c2ccc(N(C)C)cc2)NC1=O
 : 3 | 2 | 43
CCOc1ccccc1Nc1nc(-c2sc(NC(=O)c3ccccc3)nc2C)cs1
 : -3 | -3 | -4
CCOC(=O)/C(C(=O)Nc1ccc(Cl)cc1Cl)=C1/NC(C)(C)Cc2ccccc21
 : -9 | -1 | 7
CS(=O)(=O)c1nc(-c2ccco2)cc(C(F)(F)F)n1
 : -2 | 3 | 11
CCc1cc2c(=O)c(-c3nc4ccccc4n3C)c(C)oc2c(CN2CCN(C)CC2)c1O
 : 4 | 3 | 18
CC(C)c1ccc(/C=C/C(=O)NC2=NCCS2)cc1
 : -3 | 4 | 28
COc1cccc(CN2CCNC(=O)C2CC(=O)N(C)CCc2ccccn2)c1OC (configuration not stated)
 : 5 | 0 | 35
CCOc1ccc(/C=C2\N=C(c3cccs3)OC2=O)cc1OC
 : 14 | 7 | -15
Cc1ccc2nc3nc(NCC4CCCO4)c(C(=O)NC4CCCCC4)cc3c(=O)n2c1 (configuration not stated)
 : 5 | -3 | -14
CCSc1nc(N)c2c3c(sc2n1)CN(C)CC3
 : -1 | -4 | 24
O=C(c1cccs1)[C@@H]1[C@@H]2C(=O)N(Cc3ccc4c(c3)OCO4)C(=O)[C@@H]2C2c3ccccc3C=CN21 (some centres not stated)
 : -22 | 6 | 27
COc1cc(NC(=O)c2cc(-c3cccnc3)nc3ccc(C)cc23)c(OC)cc1Cl
 : 0 | -2 | 3
CC1=NN(c2ccccc2)C(=O)/C1=C/c1cc2cc(C)ccc2nc1N1CCCCC1
 : -157 | -1 | -3
Cc1cc(C)n2nc(SCc3cc(=O)oc4cc(C)c(C)cc34)nc2n1
 : 2 | -2 | 11
CCCNC(=O)OC[C@H]1O[C@H](CCO/N=C/C[C@@H]2C=C[C@H](OC(C)=O)[C@@H](COC(C)=O)O2)C=C[C@@H]1Oc1ccc(OC)cc1
 : -1 | -5 | 16
CCCCC1=NC2(CCCC2)C(=O)N1Cc1ccc(-c2ccccc2-c2nn[nH]n2)cc1
 : 0 | 3 | 35
Cc1cccc(-n2c(SCc3cc(=O)n4c(C)cccc4n3)nc3[nH]ncc3c2=O)c1
 : -6 | 4 | 15
CC1(C)CC(NC(=S)NCc2ccc3c(c2)OCO3)CC(C)(C)N1
 : 8 | -2 | 17
O=C(O)c1sc2cc(Cl)ccc2c1Cl
 : -1 | 2 | 25
CC(C)(C)n1nc2c(c1NC(=O)Cc1cccs1)CSC2
 : -12 | -1 | 25
O=C(Nc1ccc(Cl)c(Cl)c1)Nc1cc(C(=O)NC2CC2)ccc1Cl
 : -136 | -1 | 8
Cc1ccc(S(=O)(=O)/C(C#N)=C/c2c(Oc3ccc(Cl)cc3)nc3c(C)cccn3c2=O)cc1
 : -6 | -6 | -5
O=C(c1cccnc1)N1CCN(c2ccccc2Cl)CC1
 : 0 | 4 | 13
N#CC1(C#N)C2=C(CCCC2)NC(c2ccccc2)C1(C#N)C#N (configuration not stated)
 : -6 | -3 | 36

# Single records, as listed above. Screens in order: Rv3671c inh | 3CLpro inhibitor | VHR inh abs
# `COc1cc(NC(=O)c2cc(-c3cccnc3)nc3ccc(C)cc23)c(OC)cc1Cl` in the list: 0 | -2 | 3
# `O=C(c1cccnc1)N1CCN(c2ccccc2Cl)CC1` in the list: 0 | 4 | 13
# `N#CC1(C#N)C2=C(CCCC2)NC(c2ccccc2)C1(C#N)C#N` (configuration not stated) in the list: -6 | -3 | 36

# Additional entries
# Second line of a record – Rv3671c inh | 3CLpro inhibitor | VHR inh abs
CC(=O)c1cccc(NC(=O)Nc2cc3sccc3n2C)c1
 : -10 | 0 | 41
Cc1ccc(C(C)C)c(OCC(=O)NN=C(CCl)CCl)c1
 : 0 | 2 | -6
CCOc1ccc(C2C(C#N)=C(N)SC(N)=C2C#N)cc1OC
 : -19 | 1 | -17
N#CCCS(=O)(=O)c1nnnn1-c1ccccc1
 : -12 | -7 | 14
Cc1nccc2[nH]c(=O)c(C(=O)NC(C)CCc3ccccc3)cc12 (configuration not stated)
 : 4 | 2 | 7
COc1ccc(N2C(=O)CC(S/C(N)=N/N=C/c3ccnc4ccccc34)C2=O)cc1 (configuration not stated)
 : -4 | 2 | -1
CN(C)c1ccc(/C=C2\C(=N)N3C(=NC2=O)Sc2cc(S(C)(=O)=O)ccc23)cc1
 : -1 | 0 | 4
COC(=O)[C@@H](N)Cc1ccc(O)cc1
 : 2 | -9 | 5
Cc1occc1C(=O)n1cnc2ccccc21
 : 0 | -7 | 13
Cc1cccc2cc(CN(Cc3cccnc3)C(=O)c3cccs3)c3nnnn3c12
 : -11 | 1 | 30
O=C1Nc2ccccc2C12Nc1ccccc1S2 (configuration not stated)
 : 3 | 5 | 7
O=C(O)Cc1cc(C(=O)Nc2ccc(Br)cc2)sc1-c1ccccc1
 : -14 | 9 | 5
NC(=O)c1ccc(N=Nc2c(O)[nH]c(=O)[nH]c2=O)cc1
 : -7 | 2 | 13
CC(=O)NN1C(=O)c2ccc(Oc3ccc4c(c3)C(=O)N(NC(C)=O)C4=O)cc2C1=O
 : -4 | 1 | 8
COc1cccc([C@@H]2Oc3ccc(OC)cc3C(=O)[C@H]2OC(=O)NCc2ccc3c(c2)OCO3)c1
 : -9 | -3 | -3
COc1ccc(C(=O)NC(=O)COC(=O)c2ccc3ncsc3c2)cc1
 : -1 | 1 | 2
O=c1c2ccccc2cnn1Cc1n[nH]c(=S)n1-c1ccc(Cl)cc1Cl
 : 1 | 2 | -4
O=C(CCCCCNC(=O)c1ccccc1)N=Nc1c(O)[nH]c2c(Br)cc(Br)cc12
 : -10 | -1 | 21
CC(=C\c1ccccc1)/C=C1/SC(=S)N(CCC(=O)Nc2ccccn2)C1=O
 : -16 | 2 | 34
CCn1cc(NC(=O)CCl)c(C)n1
 : -2 | 1 | 30
COC(=O)N/N=C(/c1ccccc1)C1CCCCC1
 : -5 | -2 | 14
CCC(=O)Nc1ccc(C(=O)CN2CCC(C)CC2)cc1
 : -2 | 2 | 4
CCC(CC)C(=O)Nc1ccncc1
 : 1 | 0 | 21
CNc1nc(SC)n(C)c(=O)c1N=O
 : -9 | -1 | 28
O=C(CN1C(=O)CC(c2ccccc2)S(=O)(=O)c2ccccc21)N1CCOCC1 (configuration not stated)
 : 10 | -1 | 12
CC(=O)Nc1ccc(S(=O)(=O)Nc2ccc3c(c2)C(=O)OC3)cc1
 : 0 | 0 | 5
N/C(=N\c1nc(C(F)(F)F)cc(=O)[nH]1)Nc1ccc(Cl)cc1
 : -10 | -4 | 22
CCSc1nnc(NC(=O)/C=C/c2ccc3c(c2)OCO3)s1
 : -2 | -3 | -8

# Gathered by group: those above with a thiophene ring, fused or not (eleven)
# Second line of a record – Rv3671c inh | 3CLpro inhibitor | VHR inh abs
CCOC(=O)c1sc(NC(=O)/C=C/c2cnn(C)c2C)c(C(=O)OCC)c1C
 : -11 | -1 | 30
CCc1ccc(N2C(=O)NC(=O)/C(=C/c3ccsc3)C2=O)cc1
 : -6 | 5 | 29
Cc1sc2nc(-c3ccncc3)[nH]c(=O)c2c1-c1ccccc1
 : -2 | -3 | 4
CCOc1ccc(/C=C2\N=C(c3cccs3)OC2=O)cc1OC
 : 14 | 7 | -15
CCSc1nc(N)c2c3c(sc2n1)CN(C)CC3
 : -1 | -4 | 24
O=C(c1cccs1)[C@@H]1[C@@H]2C(=O)N(Cc3ccc4c(c3)OCO4)C(=O)[C@@H]2C2c3ccccc3C=CN21 (some centres not stated)
 : -22 | 6 | 27
O=C(O)c1sc2cc(Cl)ccc2c1Cl
 : -1 | 2 | 25
CC(C)(C)n1nc2c(c1NC(=O)Cc1cccs1)CSC2
 : -12 | -1 | 25
CC(=O)c1cccc(NC(=O)Nc2cc3sccc3n2C)c1
 : -10 | 0 | 41
Cc1cccc2cc(CN(Cc3cccnc3)C(=O)c3cccs3)c3nnnn3c12
 : -11 | 1 | 30
O=C(O)Cc1cc(C(=O)Nc2ccc(Br)cc2)sc1-c1ccccc1
 : -14 | 9 | 5

# These rows are one share of the data; the hit share may differ from the screen's.
